aGlu spleen mod – inhibits or activates alpha-glucosidase in human spleen homogenate; P10253; human spleen homogenate, 4-MU-alpha-glucoside fluorescence; Potency, µM (doses to about 79.9 µM), for inactives: top-dose activity change, negative = inhibition, usual class: inhibitors; 240,000 compounds, 0.006% hits; AID 2112;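 also: 0% = enzyme with vehicle and -100% = no enzyme basal signal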
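Human spleen homogenate (1 ug) incubated with compounds and 1 mM 4-methylumbelliferyl-alpha-D-glucopyranoside in pH 5.0 citrate/phosphate buffer, 37 C, 40 min. Stopped at pH 10; 4-MU fluorescence (Ex 365/Em 440 nm); AC50 by Hill fit.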
ALDH1A1 inh – inhibitors of human aldehyde dehydrogenase 1A1. P00352. Purified ALDH1A1, NADH fluorescence, propionaldehyde substrate. Potency, µM (highest dose often 75.3 µM), inactives show at the top dose activity, negative = inhibition, hits mostly inhibitors. 220,000 compounds, 7.3% hits; active = well fitted inhibition curve with a large enough effect, not every such curve was filed as active; inconclusive = small, poorly fitted or top-dose-only effect, or another doubt; inactive = no such curve, though single readings can be large or run the other way;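 also: plate controls were no enzyme wells and a reference inhibitor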
Epigenetic derep – derepresses silenced GFP reporter in murine cells. Potency, µM (top dose mostly 53.9 µM), inactives show at the highest dose GFP activation, actives largely listed as activators. 280,000 compounds, 0.2% hits. murine LDR cells, GFP reporter derepression, 30 h; also: % of control where 0% means no effect; nearly all actives have a fitted effect of over 60% in size
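Derepression of a silenced CMV-GFP reporter in murine LDR cells is scored by enumerating GFP-positive cells with a laser-scanning microplate cytometer after 30 hours of treatment at 37 C.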
GLA spleen mod – alpha-galactosidase A (human) modulation; P06280; human spleen homogenate, 4MU-alpha-Gal fluorescence, 40 min; Potency, µM (titrated, usually from 80 µM), inactives show top-dose activity change, negative = inhibition, usual class: inhibitors; 240,000 compounds, 0.008% hits;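 also: 0% = enzyme with vehicle and -100% = no enzyme basal signal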
Target sequence (P06280 32-429 limits assumed): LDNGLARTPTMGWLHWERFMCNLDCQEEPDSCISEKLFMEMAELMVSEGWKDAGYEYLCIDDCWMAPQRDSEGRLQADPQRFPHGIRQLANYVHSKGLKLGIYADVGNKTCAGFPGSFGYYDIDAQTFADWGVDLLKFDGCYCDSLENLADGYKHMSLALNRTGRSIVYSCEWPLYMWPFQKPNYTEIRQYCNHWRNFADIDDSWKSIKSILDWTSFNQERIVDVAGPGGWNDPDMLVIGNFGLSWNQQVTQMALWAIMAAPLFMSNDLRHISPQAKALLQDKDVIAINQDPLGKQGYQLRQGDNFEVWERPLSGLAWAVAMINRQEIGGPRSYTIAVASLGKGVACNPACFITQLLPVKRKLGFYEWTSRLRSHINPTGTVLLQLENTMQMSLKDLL
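Inhibition or activation of alpha-galactosidase in human spleen homogenate is scored by 4-MU fluorescence after 40 min at 37C, pH 5.0, with 1 mM substrate. AC50s come from concentration-response fitted to the Hill equation.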
Tau fluor counter – counter-screen for tau fibril formation inhibitors; tau K18 P301L Alexa594 fluorescence, heparin fibrillization; Potency, µM (highest dose often 57.7 µM), inactives show top-dose activity change, negative = decrease; 280,000 compounds, 0.93% hits; AID 1463; also: % is scaled to controls: 0 for no effect and ±100 for the full control effect; nearly all actives have a fitted effect of over 55% in size
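Human tau K18 P301L (15 uM unlabeled, 0.24 uM Alexa 594-labeled) in 100 mM sodium acetate pH 7 with 20 uM heparin, 6 hr at 37 C. ThT 30 uM added, 1 hr ambient; Alexa 594 FP and total fluorescence read at 555/632 nm.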
GAA inhib – inhibitors of human lysosomal alpha-glucosidase. purified human GAA, 4-MU-alpha-glucoside fluorescence. Potency, µM (titrated, usually from 76.9 µM), for the others: at the highest dose activity change, negative = inhibition, hits mostly inhibitors. 200,000 compounds, 0.005% hits;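 also: plate controls were uninhibited enzyme wells for no effect and no-enzyme background for full effect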
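Fluorogenic assay: 4 nM human alpha-glucosidase with 400 uM 4-methylumbelliferyl-alpha-D-pyranoside in 50 mM citrate/phosphate, 0.005% Tween-20, pH 5.0, 20 min at room temperature. Compounds tested up to 77 uM; AC50 from Hill fits.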
GAA glycogen mod – GAA glycogen-cleavage inhibition or activation | Potency, µM (titrated, usually from 76.4 µM), for the others: at the top dose activity change, negative = inhibition, usual class: inhibitors | 300,000 compounds, 0.38% hits | recombinant GAA, glycogen substrate, Amplex Red glucose oxidase fluorescence | P10253;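 also: 0% = full enzyme reaction and -100% = no-enzyme basal signal; the screen sought inhibitors and activators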
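qHTS, 1536-well; enzyme 4 nM final; cpd up to 77 uM; substrate bovine liver glycogen 30 ug; 50 mM citrate/phosphate pH 5.0, 0.01% Tween-20; 37 C, 40 min; Amplex Red detection 45 min RT; Hill fit → AC50.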
NPSR antag – antagonists of human neuropeptide S receptor cAMP signaling; Q6W5P4; CHO-NPSR cells, cAMP TR-FRET, antagonist mode; Potency, µM (doses to about 38.3 µM), inactives show at the highest dose activity change, negative = inhibition, most hits filed as inhibitors; 220,000 compounds, 1% hits; also: % is scaled to controls: 0 for no effect and ±100 for the full control effect; nearly all actives have a fitted effect of over 50% in size; many of its hits are not listed in these tables
Target sequence (Q6W5P4 whole entry, looked up): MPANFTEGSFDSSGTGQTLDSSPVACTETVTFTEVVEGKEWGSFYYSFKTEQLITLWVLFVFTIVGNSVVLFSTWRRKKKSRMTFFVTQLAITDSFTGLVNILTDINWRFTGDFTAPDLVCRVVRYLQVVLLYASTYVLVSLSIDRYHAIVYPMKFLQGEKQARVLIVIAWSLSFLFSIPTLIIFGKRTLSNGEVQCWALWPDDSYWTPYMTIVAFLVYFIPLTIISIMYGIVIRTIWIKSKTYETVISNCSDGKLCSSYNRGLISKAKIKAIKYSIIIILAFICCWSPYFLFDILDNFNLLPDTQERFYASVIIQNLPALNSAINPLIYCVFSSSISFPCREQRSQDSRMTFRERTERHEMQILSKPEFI
* hit, by the source's call; ? = inconclusive; / = no result given; & = joins results of further samples; [ ] = dose if it differs, or a comment. Unless noted, calls follow the shape of the dose curve; as a rule, active = well fitted curve in the direction sought with a large enough effect; inconclusive = small, poorly fitted or top-dose-only effect, or another doubt; inactive = no such curve, though single readings can be large; an effect the other way counts as inactive or inconclusive. Potency is read from the fitted curve at half-maximal effect.

SMILES	aGlu spleen mod	ALDH1A1 inh	Epigenetic derep	GLA spleen mod	Tau fluor counter	GAA inhib	GAA glycogen mod	NPSR antag
COc1cccc(-n2cnc(=O)c3cccnc32)c1	3%	10%	5.1%	1%	4%	-4%	-12%	8%
CCCN(CC(=O)Nc1ccc(C(N)=O)cc1)CC(=O)Nc1ccc(Cl)cc1Cl	-18%	7%	3.4%	2%	-12%	-1%	2%	-13%[46.1 µM]
NC(N)=Nc1nc(CCN2C(=O)c3ccccc3C2=O)cs1	-5%	11%	7.6%	2%	-11%	-15%	-11%	1%[46.1 µM]
COc1ccc([N+](=O)[O-])cc1/C=N/NC(=O)CNC(=O)C(c1ccccc1)c1ccccc1	-24%	?	0.0%	-1%	?	-2%	-5%	9%
Cn1c(SCC(=O)Nc2ccc(NC(=O)c3cccs3)cc2)nnc1-c1ccncc1	-9%	?	0.9%	-2%	-6%	2%	6%	-4%[46.1 µM]
COc1cc(/C=C/C(=O)OCC(=O)Nc2cccc(Oc3ccccc3)c2)ccc1O	1%	4%	-3.0%	5%	0%	6%	?	-8%
Cc1cc2c(cc1C)[n+](C)cn2CC(O)COCC1CC=CCC1 (configuration not stated)	-5%	-3%	0.0%	-8%	1%	15%	4%	2%
CCC(C)N1CC23C=CC(O2)C(C(=O)OC)C3C1=O (configuration not stated)	-9%	0%	-0.8%	-12%	-3%	-1%	-3%	-5%[46.1 µM]
N/C(=N\OC(=O)Cc1cccs1)c1ccc([N+](=O)[O-])cc1	8%	-13%	1.1%	8%	-21%	?	-4%	2%
CCCn1c(=O)[nH]c(=O)c2c(C(=O)OCC)cc(-c3cccs3)nc21	16%	?	-3.2%	?	-4%	?	-4%	-20%
Cc1nc(SCC(=O)NC(=O)NCc2ccco2)nc(C)c1C	6%	-7%	1.1%	2%	-4%	-6%	1%	-7%
O=C(CSc1nnc(C2CC2)n1Cc1ccccc1)c1ccc(S(=O)(=O)N2CCOCC2)cc1	7%	11µM*	2.4%	9%	-11%	-2%	-2%	5%[46.1 µM]
COc1ccc(-c2cc(=O)c3c(OC)c(OC)c(OC)c(OC)c3o2)cc1	-2%	1.4µM*	5.0%	3%	-9%	/	/	/
COCc1cc(=O)[nH]c(=S)[nH]1	-3%	0%	-2.8%	-1%	-19%	-7%	3%	12%
Cc1ccc(N=C2NC(=O)CS2)c(C)c1	1%	19%	0.6%	4%	-11%	2%	2%	-2%[46.1 µM]
Cc1[nH]c2ccc(OC(=O)N3CCOCC3)cc2c1C(=O)OC(C)C	-7%	9%	-0.4%	-2%	-19%	3%	5%	-7%[46.1 µM]
CCN1CCCc2cc(CN(CCN3CCOCC3)C(=S)Nc3ccc(C)cc3)ccc21	-1%	6.3µM*	-0.1%	0%	-28%	-6%	?	-46%
O=C(O)C1CCCCN1S(=O)(=O)c1ccccc1 (configuration not stated)	0%	6%	0.0%	1%	-4%	-1%	6%	2%[46.1 µM]
C=CCn1c(COc2ccc(F)cc2)nnc1SCC(=O)c1c[nH]c2c(CC)cccc12	-7%	15%	-1.1%	-8%	0%	2%	-7%	2%
CCOc1ccc2nc(NC(=O)c3ccc(S(=O)(=O)N4CCOCC4)cc3)sc2c1	-8%	42%[activator]	0.0%	-3%	-14%	14%	8%	-1%[46.1 µM]
CCC(C(=O)Nc1cccc(C(=O)O)c1)c1ccccc1 (configuration not stated)	-1%	21%	-2.6%	-1%	-7%	8%	9%	8%
Nc1c(S(=O)(=O)c2cccs2)c2nc3ccccc3nc2n1Cc1ccc2c(c1)OCO2	7%	11%	-1.0%	25%	-6%	4%	-20%	?
N#C/C(=C\c1ccccc1C(F)(F)F)C(=O)Nc1ccccc1F	2%	13%	0.1%	3%	6%	3%	-12%	-7%
Cc1cccn2c(=O)c3cc(C#N)c(=NC(=O)c4ccco4)n(Cc4ccco4)c3nc12	4%	?	0.5%	-12%	-21%	11%	14%	51%
CCc1nnc(NC(=O)c2cc(OC)c(OC)cc2[N+](=O)[O-])s1	-3%	-3%	-0.6%	-3%	-14%	0%	-1%	-7%
The results go on.
SMILES	aGlu spleen mod	ALDH1A1 inh	Epigenetic derep	GLA spleen mod	Tau fluor counter	GAA inhib	GAA glycogen mod	NPSR antag
CCCC(C)C(=O)Nc1ccccc1C(=O)OCC (configuration not stated)	-6%	-15%	-1.8%	2%	-9%	-9%	-1%	-18%[46.1 µM]
COc1ccc(C2C(C(=O)OCC(=O)N3CCCCC3)CCC(=O)N2c2ccc(OC)cc2)cc1 (configuration not stated)	-3%	?	0.0%	7%	1%	-4%	2%	-14%[46.1 µM]
CCOC(=O)C1CCN(C(=S)Nc2cc(C)ccc2C)CC1	-1%	-3%	-1.0%	4%	5%	3%	-6%	5%
Cc1ccc(C(=O)N/N=C\c2ccc([N+](=O)[O-])s2)cn1	1%	-1%	1.5%	11%	-10%	-9%	-2%	-19%
COc1cccc(C2C(C(=O)c3ccco3)=C(O)C(=O)N2CCN(C)C)c1OC (configuration not stated)	-12%	-3%	0.0%	-10%	5%	-2%	9%	10%
O=C1CCC(/C=C/c2ccccc2)=NN1Cc1ccc(Cl)c(Cl)c1	2%	-1%	0.1%	-1%	-28%	-2%	2%	-6%[46.1 µM]
COc1cc(/C=N/NC(=O)c2ccc(CSc3nc4ccccc4[nH]3)cc2)ccc1O	-3%	?	-0.6%	-5%	?	0%	-24%	-23%
COC(=O)c1ccc2c(c1)C(=O)N(C1CCCCC1)C2=O	-7%	?	5.3%	0%	-4%	-8%	3%	?
O=C(Nc1ccccc1)c1cc([N+](=O)[O-])ccc1Cl	7%&0%&-1%&-2%&-2%	-8%&-12%&4%&-5%	?	9%&6%&7%&-5%&2%	?	/	4%	-22%[46.1 µM]
COCCOC(=O)N/C=C\c1nc2ccccc2c(=O)[nH]1	1%	8%	0.0%	4%	3%	-8%	-1%	11%
CCCC(=O)c1cc(F)c(N2CCN(CCC#N)CC2)cc1C	-16%	-16%	-0.2%	-3%	-2%	-4%	6%	-7%[46.1 µM]
COc1c2ccoc2c(OC)c2oc(=O)ccc12	3%&1%	-6%	-0.1%&0.0%	-6%&5%	-9%&-1%	/	-8%	4%
O=C(Nc1ccc2c(c1)OCO2)C1CCN(S(=O)(=O)c2cccs2)CC1	-12%	-7%	-1.8%	-2%	?	2%	-5%	-5%[46.1 µM]
Cc1ccc(-n2ncc(Cl)c2C(=O)NC2CC2)cc1	-2%	-4%	1.1%	7%	-10%	/	-3%	19%
O=C(O)c1ccc(S(=O)(=O)N2CCCCCC2)cc1	9%	8%	7.4%	6%	-3%	-4%	8%	-3%[46.1 µM]
CCCn1c(-c2ccc(F)cc2)nc2c(NCCCCN(CC)CC)nc(C)nc21	3%	?	0.2%	-1%	-5%	/	/	/
COc1ccc(CNC(=O)c2sc(=S)n(-c3ccc(OC)cc3)c2N)cc1	-8%	19µM*	0.2%	-6%	-20%	-7%	-14%	-21%[46.1 µM]
O=C1c2nc3cc(-c4ccco4)[nH]n3c(=O)c2CN1C1CCCCC1	0%	?	-1.3%	15%	-11%	?	8%	?
O=C(O)CCc1nn2c3ccccc3n(CCO)c2nc1=O	-16%	?	3.1%	-17%	-9%	6%	-19%	14%
CCN(CC)S(=O)(=O)c1ccc(N2CCOCC2)c(NC(=O)CC(C)(C)C)c1	0%	/	-2.2%	1%	?	/	4%	-56%
Cc1nc2sc(C#N)c(N)c2c2c1CCCC2	4%	?	0.9%	8%	-10%	2%	3%	-6%[46.1 µM]
CN(C(=O)COc1ccccc1C(=O)NCCc1ccccc1)c1ccccc1	-1%	-2%	-0.3%	3%	8%	?	7%	-7%
CCOC(=O)c1cc(NC(=O)c2cnccn2)cc(C(=O)OCC)c1	-14%	3%	1.2%	-4%	3%	2%	1%	-10%[46.1 µM]
CCCCn1c(=N)n(CC(=O)c2ccc(OC)cc2)c2ccccc21	-9%	/	1.8%	-6%	-18%	/	-3%	18%
CCc1noc(N)c1C(=O)Nc1ccc(F)c(Cl)c1	-6%	-1%	-0.9%	-14%	-3%	0%	2%	1%[46.1 µM]

As entered above:
CCN(CC)S(=O)(=O)c1ccc(N2CCOCC2)c(NC(=O)CC(C)(C)C)c1 in NPSR antag reads -56%
CCCC(=O)c1cc(F)c(N2CCN(CCC#N)CC2)cc1C in GAA inhib reads -4%
Cc1nc2sc(C#N)c(N)c2c2c1CCCC2 in GAA inhib reads 2%

The list continues.
SMILES	aGlu spleen mod	ALDH1A1 inh	Epigenetic derep	GLA spleen mod	Tau fluor counter	GAA inhib	GAA glycogen mod	NPSR antag
Clc1ccc(/C=N\Nc2ccccc2)cc1	7%	/	0.0%	7%	?	/	-17%	2%
BrC(=C\c1ccccc1)/C=N/Nc1nc2ccccc2[nH]1	-1%	?	-3.6%	1%	?	-10%	?	-30%
COc1cc2c(cc1OC)C1(Nc3c-2c(Cc2ccccc2)nn3-c2ccccc2)C(=O)Nc2ccccc21 (configuration not stated)	13%	?	4.8%	?	?	-3%	?	-13%[46.1 µM]
O=S(=O)(c1ccc2ccccc2c1)N1CCN(C(=S)Nc2ccccc2F)CC1	1%	-13%	1.0%	-8%	?	-6%	-3%	?
Cc1noc(C)c1-c1ccc2ncnc(N(C)Cc3ccco3)c2c1	-12%	5%	-0.8%	1%	-22%	/	/	/
COc1ccc(S(=O)(=O)N2CCC[C@H]2C(=O)NC2=NCCS2)cc1	-9%	14%	-0.9%	-8%	-8%	0%	4%	-3%[46.1 µM]
Cc1ccc(C)c2[nH]c(=O)c(C(c3nnnn3CCc3ccccc3)N3CCOCC3)cc12 (configuration not stated)	-4%	?	-2.5%	-3%	-8%	-2%	-6%	-21%[46.1 µM]
CC1Oc2ccccc2N(CC(=O)c2ccc(F)cc2)C1=O (configuration not stated)	/	-2%	-5.3%	5%	-4%	-3%	-3%	-3%
NC(=O)c1ccccc1N(Cc1ccccc1)S(=O)(=O)c1ccccc1	7%	3%	-0.9%[10.1 µM]	-1%	-2%	10%	-7%	-7%
Cc1ccsc1/C=C1/SC(N2CCOCC2)=NC1=O	-18%	?	-1.0%	1%	-9%	-8%	-2%	-15%
O=C(Nc1ccc(Cl)cn1)c1cccc(F)c1	4%	20%	2.1%	7%	-4%	1%	7%	-1%[46.1 µM]
O=c1[nH]ncc(NCCc2ccccc2)c1Cl	-1%	0%	1.5%	3%	-10%	10%	-9%	-29%

Limited to Tau fluor counter, for 2 of the compounds above:
canonical_smiles | Tau fluor counter
COc1cc(/C=C/C(=O)OCC(=O)Nc2cccc(Oc3ccccc3)c2)ccc1O | 0%
Cc1cc2c(cc1C)[n+](C)cn2CC(O)COCC1CC=CCC1 (configuration not stated) | 1%

A portion of the library, so the mix of outcomes need not match the whole.
